Bioassay records deposited in PubChem by several laboratories.
hiPSC survival – enhancers of human iPSC single-cell survival. hiPSC single-cell survival, ATPlite luminescence; 100% = ROCK inhibitor wells, 0% = DMSO. survival enhancement, % at 20 µM. 360,000 tested, 0.044% active; in the data active = survival enhancement above about 18%;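 also: cells exposed to compounds for 16 hours before the ATP read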
aDG glyco up – alpha-DG glycosylation activation | Pro5-aDG cells, alpha-DG glycosylation AlphaScreen (IIH6); 0% Pro5, 100% B10-LARGE cell signal | 360,000 tested, 0.22% active | activation, % at 10 µM | AID 624168;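 active = activation of at least 8% versus controls, or a plate z-score of at least 8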;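 also: Pro5 are CHO cells carrying HIG-tagged alpha-DG that lacks glycosylation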
CaV13 FRET inh – Disruptors of the CACNA1D IQ motif to Ca2+-dependent inactivation inhibitor domain association, primary screening, Förster resonance energy transfer in intact living … | inhibition, % at 12.3 µM | HEK cells, CFP/YFP FRET ICDI-IQ, plate reader, 10 min; percent FRET-ratio fall versus neutral wells | 340,000 tested, 0.098% active;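 active = mean replicate inhibition of at least 30% and at least 1% of replicates passing that level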;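 also: 0% = median of the neutral control wells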
Vif inh – inhibitors of HIV Vif; HEK293T cells, Vif self-association by quenched fluorescence, imaging, 24 h; inhibition, % at 7.49 µM; 340,000 tested, 0.35% active; in the data active = inhibition above about 50%, passing the limit was not always enough; also: some results filed as inactive read as strong as hits
Exocytosis inh – blocks lytic granule exocytosis. TALL-104 LAMP-1 surface exposure, flow cytometry; cells stimulated with thapsigargin and PMA. inhibition, % at 10 µM. 360,000 tested, 0.66% active. AID 651702;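 active = inhibition above about 55%, limit read from the data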
NR2E3 ag-1 – activates human NR2E3 receptor; Q9Y5X4; inhibition of corepressor binding, % at 3.98 µM; 360,000 tested, 0.35% active; CHO-S Gal4-NCOR/VP16-NR2E3 two-hybrid, luciferase; AID 602229;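 active = inhibition above the mean of all tested compounds plus 3 SD, cut at about 70% in these data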;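 also: 0% = DMSO with NR2E3 transfected cells and 100% = cells lacking NR2E3 construct; higher means lower luciferase signal from less NR2E3 corepressor binding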
Target sequence (Q9Y5X4 whole entry, looked up, the tested form may be a part): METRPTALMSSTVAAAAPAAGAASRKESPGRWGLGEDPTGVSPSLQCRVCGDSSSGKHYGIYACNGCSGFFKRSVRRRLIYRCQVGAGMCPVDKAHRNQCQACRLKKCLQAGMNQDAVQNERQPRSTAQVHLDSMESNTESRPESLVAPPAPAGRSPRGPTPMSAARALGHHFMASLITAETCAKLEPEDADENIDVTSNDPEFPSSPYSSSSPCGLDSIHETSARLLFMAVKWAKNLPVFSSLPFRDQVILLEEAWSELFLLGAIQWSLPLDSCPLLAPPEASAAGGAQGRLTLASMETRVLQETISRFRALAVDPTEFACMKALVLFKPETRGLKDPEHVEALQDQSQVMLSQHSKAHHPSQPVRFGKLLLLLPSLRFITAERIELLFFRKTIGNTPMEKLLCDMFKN
NR2E3 ag-2 – activates human photoreceptor nuclear receptor NR2E3. 320,000 tested, 0.12% active. AID 2300. GST-NR2E3/biotin-RetCOR TR-FRET, 1536-well. inhibition of corepressor binding, % at 4.78 µM. Q9Y5X4;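 active = percent inhibition above the cutoff of mean plus 3 SD of all tested compounds, set per screening campaign, cut at about 20% in these data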;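 also: 0% = DMSO wells and 100% = biotin wells as full block of FRET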
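Test system – NR2E3–RetCOR corepressor complex · Quantity – NR2E3 fusion 1.35 nM · Buffer or medium – Tris pH 7.5 · Incubation – Compound–protein incubation for 5 h at 4 °C · Technique – TR-FRET, Eu(K)-anti-GST donor, streptavidin-D2 acceptor, ex 340, em 617/671 nm · Evaluation – percent inhibition of 671/617 nm emission ratio versus biotin and DMSO controls · Plate – 1536-well format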
TRPM1 prom inh – reduces MITF-dependent TRPM1 promoter luciferase signal. 330,000 tested, 0.83% active. SK-MEL-5 TRPM1 promoter luciferase, 24 h. AID 488899. inhibition, % at 12.5 µM;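 active = mean inhibition across replicates of 60% or more, whatever share of single replicates reaches that level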; also: values of inactives mirror those of a sister screen read the other way
HIF-2a block – blocks HIF-2a reporter activity; 360,000 tested, 0.72% active; AID 624352; inhibition, % at 18.8 µM; 786-0 RCC cells HIF-2a reporter, luciferase luminescence, overnight;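 active = inhibition of the luminescence signal of 40% or more relative to plate controls, in a single-dose primary screen at 18.75 µM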
PDI turbidity – inhibitors of human protein disulfide isomerase; P07237; PDI insulin aggregation turbidity, A650, 90 min; inhibition, % at 10 µM; 350,000 tested, 0.052% active;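 active = mean inhibition across replicates of 30% or more, whatever share of single replicates reach that level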;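 also: absorbance from insulin aggregation driven by PDI reduction with DTT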
Target sequence (P07237 whole entry, looked up): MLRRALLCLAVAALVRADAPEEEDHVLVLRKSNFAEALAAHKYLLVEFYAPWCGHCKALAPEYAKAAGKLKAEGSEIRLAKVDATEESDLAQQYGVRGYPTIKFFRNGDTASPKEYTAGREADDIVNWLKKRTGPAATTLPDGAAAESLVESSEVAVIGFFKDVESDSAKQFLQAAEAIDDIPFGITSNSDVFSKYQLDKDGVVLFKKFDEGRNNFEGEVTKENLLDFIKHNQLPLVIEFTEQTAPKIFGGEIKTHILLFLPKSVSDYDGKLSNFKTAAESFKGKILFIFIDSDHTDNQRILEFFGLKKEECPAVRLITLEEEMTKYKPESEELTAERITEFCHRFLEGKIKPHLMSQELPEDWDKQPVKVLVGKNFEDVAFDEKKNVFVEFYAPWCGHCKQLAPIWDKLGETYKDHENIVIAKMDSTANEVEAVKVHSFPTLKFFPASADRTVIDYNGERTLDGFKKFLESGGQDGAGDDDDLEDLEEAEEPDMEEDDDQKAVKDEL
Peg3 promoter – Peg3 promoter activity inhibition; HeLa PEG-Prom luciferase reporter, luminescence, overnight; inhibition, % at 20 µM; 360,000 tested, 1.7% active; AID 588405;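 active = inhibition of at least 50% at 20 µM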
* marks the source's active call; other numbers are inactive results.

For Nc1cccc(CP(=O)(c2ccccc2)c2ccccc2)c1 the results were hiPSC survival 0.8, aDG glyco up 0.0, CaV13 FRET inh -2, Vif inh 0, Exocytosis inh -2, NR2E3 ag-1 -15, NR2E3 ag-2 5, TRPM1 prom inh 4, HIF-2a block 3, PDI turbidity 4 and Peg3 promoter -44.
Screening COc1cc(CO)cc(Br)c1OCC(=O)Nc1cccc2ccccc12 returned hiPSC survival -0.1, aDG glyco up 0.1, CaV13 FRET inh -16, Vif inh -2, Exocytosis inh -3, NR2E3 ag-1 -2, NR2E3 ag-2 -5, TRPM1 prom inh 8, HIF-2a block 9, PDI turbidity 0 and Peg3 promoter 20.
Screening COc1ccc(OC)c(-n2nnnc2SCC(=O)Nc2ccccc2N2CCOCC2)c1 returned hiPSC survival -1.4, aDG glyco up 0.5, CaV13 FRET inh -5, Vif inh 0, Exocytosis inh 25, NR2E3 ag-1 3, NR2E3 ag-2 -1, TRPM1 prom inh -4, HIF-2a block 3, PDI turbidity 2 and Peg3 promoter 11.
`O=C(NCc1cccnc1)C1CCN(c2ccc(S(=O)(=O)N3CCOCC3)cc2Cl)CC1` gave hiPSC survival 1.5, aDG glyco up 0.2, CaV13 FRET inh -4, Vif inh -17, Exocytosis inh -2, NR2E3 ag-1 -13, NR2E3 ag-2 4, TRPM1 prom inh 12, HIF-2a block 12, PDI turbidity 6 and Peg3 promoter 31.
C/C(CC(=O)Nc1ccc(Cl)cc1C(F)(F)F)=N\NC(N)=S was read as hiPSC survival -0.3, aDG glyco up 1.0, CaV13 FRET inh -4, Vif inh -2, Exocytosis inh 4, NR2E3 ag-1 -31, NR2E3 ag-2 0, HIF-2a block 17, PDI turbidity 12 and Peg3 promoter 3.
For CN(C)S(=O)(=O)c1cc(C(=O)Nc2ccn(C)n2)c(Cl)cc1Cl the results were hiPSC survival 0.2, aDG glyco up 0.1, CaV13 FRET inh -6, Vif inh -8, Exocytosis inh 10, NR2E3 ag-1 4, NR2E3 ag-2 -5, TRPM1 prom inh -10, HIF-2a block 4, PDI turbidity -7 and Peg3 promoter 3.
C=CCn1c(SCc2ccccc2C#N)nnc1-c1cc(Br)ccc1O was read as hiPSC survival 6.3, aDG glyco up 0.0, CaV13 FRET inh -2, Vif inh -9, Exocytosis inh 0, NR2E3 ag-1 -3, NR2E3 ag-2 5, TRPM1 prom inh 9, HIF-2a block -2, PDI turbidity -1 and Peg3 promoter 22.
`COc1ccc(N2C(=O)C3CCCN3C2c2cccc(C)c2)cc1Cl` (stereo unspecified) gave hiPSC survival -4.6, aDG glyco up -0.2, CaV13 FRET inh -5, Vif inh 27, Exocytosis inh -3, NR2E3 ag-1 -16, NR2E3 ag-2 2, TRPM1 prom inh -1, HIF-2a block -4, PDI turbidity 1 and Peg3 promoter 6.
O=C(CSc1nnnn1-c1ccccc1)N1CCc2ccccc2C1 was read as hiPSC survival 4.1, aDG glyco up -0.2, CaV13 FRET inh -4, Vif inh -3, Exocytosis inh -2, NR2E3 ag-1 -3, NR2E3 ag-2 1, TRPM1 prom inh -2, HIF-2a block -5, PDI turbidity 4 and Peg3 promoter -6.
Screening O=C(COc1ccccc1Cl)Nc1ccccc1C(=O)Nc1cccc(C(=O)O)c1 returned hiPSC survival 0.4, aDG glyco up -0.2, CaV13 FRET inh -2, Vif inh 3, Exocytosis inh -2, NR2E3 ag-1 -12, NR2E3 ag-2 -5, TRPM1 prom inh 5, HIF-2a block -28, PDI turbidity 2 and Peg3 promoter -68.
For O=C(N/N=C/c1ccc(OCc2ccccc2)cc1)c1cccs1 the results were hiPSC survival -2.3, aDG glyco up 0.3, CaV13 FRET inh -5, Vif inh -2, Exocytosis inh -1, NR2E3 ag-1 -87, NR2E3 ag-2 -1, TRPM1 prom inh -57, HIF-2a block -224, PDI turbidity -1 and Peg3 promoter -185.
For Fc1cccc(/C=N/Nc2ccc3ccccc3n2)c1 the results were hiPSC survival -1.5, aDG glyco up -0.2, CaV13 FRET inh -4, Vif inh -2, Exocytosis inh -2, NR2E3 ag-1 -211, NR2E3 ag-2 -3, TRPM1 prom inh 15, HIF-2a block -83, PDI turbidity -4 and Peg3 promoter -114.
For N#CC1=C(N)Oc2n[nH]c(-c3cccs3)c2C1c1ccccc1C(=O)O (stereo unspecified) the results were hiPSC survival -0.5, aDG glyco up -0.3, CaV13 FRET inh -3, Vif inh 1, Exocytosis inh 2, NR2E3 ag-1 -8, NR2E3 ag-2 0, TRPM1 prom inh 5, HIF-2a block 4, PDI turbidity 1 and Peg3 promoter 11.
CC(C)Cn1c(-c2ccc(F)cc2)n[nH]c1=S was read as hiPSC survival 0.5, aDG glyco up 0.0, CaV13 FRET inh -5, Vif inh 5, Exocytosis inh -1, NR2E3 ag-1 -1, NR2E3 ag-2 -4, TRPM1 prom inh 3, HIF-2a block 14, PDI turbidity 3 and Peg3 promoter 2.
Screening O=C(/C=C/NCC(=O)c1ccccc1)c1ccc(Br)cc1 returned hiPSC survival -1.7, aDG glyco up -0.2, CaV13 FRET inh -3, Vif inh -2, Exocytosis inh -6, NR2E3 ag-1 -66, NR2E3 ag-2 -1, TRPM1 prom inh -18, HIF-2a block -81, PDI turbidity -3 and Peg3 promoter -47.
CCOC(=O)C1CCN(C(=O)C(CCSC)NC(=O)c2ccccc2OC)CC1 (stereo unspecified) was read as hiPSC survival 0.5, aDG glyco up 0.1, CaV13 FRET inh -2, Vif inh 1, Exocytosis inh -4, NR2E3 ag-1 -9, NR2E3 ag-2 -1, TRPM1 prom inh 5, HIF-2a block -1, PDI turbidity -12 and Peg3 promoter 4.
Screening O=S(=O)(NCC1CCCO1)c1ccc(Oc2ccccc2)cc1 (stereo unspecified) returned hiPSC survival 1.2, aDG glyco up 0.8, CaV13 FRET inh -9, Vif inh -7, Exocytosis inh 1, NR2E3 ag-1 35, NR2E3 ag-2 -4, TRPM1 prom inh 11, HIF-2a block -6, PDI turbidity -3 and Peg3 promoter 16.
C/C(=N\NC(=O)CN(c1ccc(C)cc1)S(C)(=O)=O)c1cccs1 was read as hiPSC survival -1.0, aDG glyco up -0.1, CaV13 FRET inh -14, Vif inh -4, Exocytosis inh 3, NR2E3 ag-1 -28, NR2E3 ag-2 -1, TRPM1 prom inh 0, HIF-2a block 15, PDI turbidity 7 and Peg3 promoter 15.
CN(C)N=Nc1ccc(-c2cn(Cc3ccccc3)cn2)cc1 was read as hiPSC survival -0.7, aDG glyco up -0.4, CaV13 FRET inh -3, Vif inh 2, Exocytosis inh 1, NR2E3 ag-1 -181, NR2E3 ag-2 5, TRPM1 prom inh -26, HIF-2a block -238, PDI turbidity -14 and Peg3 promoter -200.
O=C(CCc1nc2ccccc2c(=O)[nH]1)N1CCN(c2ccc(F)cc2)CC1 was read as hiPSC survival 0.4, aDG glyco up -0.1, CaV13 FRET inh 0, Vif inh 30, Exocytosis inh 0, NR2E3 ag-1 15, NR2E3 ag-2 -1, TRPM1 prom inh 6, HIF-2a block 11, PDI turbidity 7 and Peg3 promoter 26.
`CCCc1nnc(NC(=O)CCC(=O)NCc2ccc(OC)cc2)s1` gave hiPSC survival -0.5, aDG glyco up 0.2, CaV13 FRET inh -5, Vif inh -16, Exocytosis inh -2, NR2E3 ag-1 23, NR2E3 ag-2 -1, TRPM1 prom inh -1, HIF-2a block 10, PDI turbidity -1 and Peg3 promoter -2.
CC(C)C[C@@H](CN1CCC[C@@H]1CN1C(=S)NC[C@@H]1Cc1ccccc1)N1C[C@H](Cc2ccc(O)cc2)N(CCc2ccccc2)C1=S was read as hiPSC survival -2.8, aDG glyco up -0.2, CaV13 FRET inh -5, Vif inh 23, Exocytosis inh 11, NR2E3 ag-1 46, HIF-2a block 3 and Peg3 promoter 1.
Screening Cc1ccc(CNC(=O)CN2NS(=O)(=O)c3ccccc3C2=O)cc1 returned hiPSC survival -0.3, aDG glyco up -0.2, CaV13 FRET inh -17, Vif inh 1, Exocytosis inh -3, NR2E3 ag-1 -7, HIF-2a block 4, PDI turbidity 4 and Peg3 promoter -2.
`COc1ccc(Br)cc1CN1CCCC(C(=O)N2CCCCCC2)C1` (stereo unspecified) gave hiPSC survival -2.3, aDG glyco up 0.9, Vif inh -1, Exocytosis inh 1, NR2E3 ag-1 -10, NR2E3 ag-2 2, TRPM1 prom inh -2, HIF-2a block 15, PDI turbidity -4 and Peg3 promoter 11.
For COc1ccc(C(C)(O)c2nc(-c3cccc(C(C)C)c3)cs2)cc1 (stereo unspecified) the results were hiPSC survival -1.4, aDG glyco up 0.1, CaV13 FRET inh -5, Vif inh -6, Exocytosis inh -7, NR2E3 ag-1 8, HIF-2a block -16, PDI turbidity -3 and Peg3 promoter 25.
Screening Cc1nc2ccc(C(=O)OCc3ccccc3Br)cc2nc1C returned hiPSC survival 4.3, aDG glyco up 0.0, CaV13 FRET inh -7, Vif inh 0, Exocytosis inh -1, NR2E3 ag-1 12, NR2E3 ag-2 2, TRPM1 prom inh -67, HIF-2a block -256, PDI turbidity -1 and Peg3 promoter -274.
Screening COc1cc(NC(=O)C2(C)CCN2C(=O)C(C)C)cc(OC)c1OC (stereo unspecified) returned hiPSC survival 0.8, aDG glyco up 0.2, CaV13 FRET inh -6, Vif inh 12, Exocytosis inh -5, NR2E3 ag-1 -2, HIF-2a block 7, PDI turbidity -1 and Peg3 promoter 13.
Screening NC(=O)C1=C[C@@H](c2ccccc2)C[C@@H](OCCCCO)O1 returned hiPSC survival -1.4, aDG glyco up -0.1, CaV13 FRET inh -7, Vif inh -2, Exocytosis inh -4, NR2E3 ag-1 -6, NR2E3 ag-2 0, TRPM1 prom inh 15, HIF-2a block 4, PDI turbidity 2 and Peg3 promoter 4.
O=C(NCc1ccc(F)cc1)C1CCN(S(=O)(=O)c2cccnc2)CC1 was read as hiPSC survival -0.4, aDG glyco up -0.3, CaV13 FRET inh -5, Vif inh -1, Exocytosis inh 1, NR2E3 ag-1 13, NR2E3 ag-2 -3, TRPM1 prom inh -11, HIF-2a block 3, PDI turbidity 7 and Peg3 promoter 5.
For COc1c(Br)cc2c(C)c(C(=O)O)oc2c1Br the results were hiPSC survival 1.3, aDG glyco up 0.1, CaV13 FRET inh -15, Vif inh 0, Exocytosis inh -2, NR2E3 ag-1 -15, NR2E3 ag-2 1, TRPM1 prom inh 9, HIF-2a block 2, PDI turbidity -4 and Peg3 promoter 0.

Two successive records already listed, for reference:
For COc1ccc(C(C)(O)c2nc(-c3cccc(C(C)C)c3)cs2)cc1 (stereo unspecified) the results were hiPSC survival -1.4, aDG glyco up 0.1, CaV13 FRET inh -5, Vif inh -6, Exocytosis inh -7, NR2E3 ag-1 8, HIF-2a block -16, PDI turbidity -3 and Peg3 promoter 25.
Screening Cc1nc2ccc(C(=O)OCc3ccccc3Br)cc2nc1C returned hiPSC survival 4.3, aDG glyco up 0.0, CaV13 FRET inh -7, Vif inh 0, Exocytosis inh -1, NR2E3 ag-1 12, NR2E3 ag-2 2, TRPM1 prom inh -67, HIF-2a block -256, PDI turbidity -1 and Peg3 promoter -274.
